HTR5A inv ag = HTR5A inverse agonists in luminescence cell assay, primary screen, counter-screen for OPRM1-OPRD1 heterodimer inverse agonist project, full-deck HTS | HTR5A cell line, inverse agonism | inhibition, % at 9.3 µM | hit rate 0.083% among 340,000; in the data active = inhibition mostly above about 23%, no sharp cut-off; inactive = mostly below about 18%;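 note: 0% = cells with DMSO and 100% = no-cell wells with DMSO; some compounds called inactive have numbers as strong as hits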
Target sequence (P47898 whole entry, looked up): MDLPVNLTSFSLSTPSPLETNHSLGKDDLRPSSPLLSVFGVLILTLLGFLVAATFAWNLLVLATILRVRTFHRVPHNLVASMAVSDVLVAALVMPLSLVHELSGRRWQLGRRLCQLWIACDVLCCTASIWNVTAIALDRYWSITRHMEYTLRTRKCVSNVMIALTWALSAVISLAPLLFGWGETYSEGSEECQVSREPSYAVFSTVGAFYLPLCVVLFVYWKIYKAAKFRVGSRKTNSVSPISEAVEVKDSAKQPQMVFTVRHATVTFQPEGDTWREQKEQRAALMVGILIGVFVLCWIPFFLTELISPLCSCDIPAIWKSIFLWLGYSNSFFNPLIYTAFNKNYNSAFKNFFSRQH
HTR5A ag ctr = HTR5A agonists in luminescence cell assay, primary screen, counter-screen for OPRM1-OPRD1 heterodimer agonist project, full-deck HTS. 5-hydroxytryptamine receptor 5A (Homo sapiens), P47898. cell-based. activation, % at 9.3 µM. hit rate 0.61% among 340,000. AID 504692, 2011; in the data active = activation mostly above about 9.5%, no sharp cut-off; inactive = mostly below about 7.6%;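 note: 0% = cells with vehicle only and 100% = reference agonist; strong numbers were not always called active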
RTF Ca sens inh = cardiac RTF calcium sensitivity inhibitors, primary screen, biochemical, IANBD-TnC fluorescence, EC70 calcium; Troponin I, cardiac muscle (Homo sapiens) + Troponin T, cardiac muscle (Homo sapiens) + …; IANBD-labeled cardiac RTF, Ca2+ fluorescence; inhibition, % at 7.15 µM; hit rate 0.12% among 340,000; AID 493244, 2011;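 active = inhibition above the mean inhibition of all tested compounds plus 3 SD, cut at about 17% in these data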;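 note: assay run at fixed EC70 calcium of 1.6 mM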
RTF Ca sens act = cardiac RTF calcium sensitivity activators, primary screen, biochemical, IANBD-TnC fluorescence, EC20 calcium; Troponin I, cardiac muscle (Homo sapiens) + Troponin T, cardiac muscle (Homo sapiens) + …; IANBD-labeled TnC RTF fluorescence at EC20 calcium; 0% EC20 calcium, 100% full calcium; activation, % at 7.2 µM; hit rate 0.24% among 340,000;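 active = activation above the mean over all tested compounds plus 3 SD, cut at about 30% in these data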;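 note: rise in fluorescence read as greater calcium sensitivity of cardiac thin filaments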
OPRM1-OPRD1 inv = inverse agonists of MOR-DOR heterodimerization, primary screen, cell-based, luminescence; Mu-type opioid receptor (Homo sapiens) + Delta-type opioid receptor (Homo sapiens), …; cell-based MOR-DOR heterodimer luminescence, inverse agonism; inhibition, % at 9.3 µM; hit rate 0.21% among 340,000; AID 504357, 2011; in the data active = inhibition above about 22%, passing the limit was not always enough;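 note: 0% = cells with DMSO and 100% = wells without cells with DMSO; values of inactives mirror those of a sister screen read the other way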
CAL-PDZ inh HTS = untagged CAL PDZ binding inhibitors, primary screen, biochemical, fluorescence polarization, HTS; inhibition, % at 24.9 µM; purified CAL PDZ, TMR-peptide fluorescence polarization, 1 h; Golgi-associated PDZ and coiled-coil motif-containing protein (Homo sapiens), Q9HD26; AID 602252, 2012; hit rate 0.92% among 300,000;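 active = mean inhibition of at least 30% with at least half of replicates also reaching 30%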;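 note: 0% = DMSO neutral control and 100% = excess unlabeled competitor peptide PRC23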
Keap1 Nrf2 FP = Keap1-Nrf2 protein-protein interaction inhibitors, primary screen, biochemical, fluorescence polarization, single point. Keap1 Kelch-Nrf2 peptide fluorescence polarization, 1536-well. inhibition, % at 9.4 µM. hit rate 0.15% among 340,000; in the data active = inhibition above about 12%;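 note: human Keap1 Kelch domain with fluorescein labeled Nrf2 9mer peptide probe; 0% = neutral control wells and 100% = peptide positive control; higher means more block of Keap1 binding to Nrf2 peptide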
Target sequence (Q14145 whole entry, looked up, the tested form may be a part): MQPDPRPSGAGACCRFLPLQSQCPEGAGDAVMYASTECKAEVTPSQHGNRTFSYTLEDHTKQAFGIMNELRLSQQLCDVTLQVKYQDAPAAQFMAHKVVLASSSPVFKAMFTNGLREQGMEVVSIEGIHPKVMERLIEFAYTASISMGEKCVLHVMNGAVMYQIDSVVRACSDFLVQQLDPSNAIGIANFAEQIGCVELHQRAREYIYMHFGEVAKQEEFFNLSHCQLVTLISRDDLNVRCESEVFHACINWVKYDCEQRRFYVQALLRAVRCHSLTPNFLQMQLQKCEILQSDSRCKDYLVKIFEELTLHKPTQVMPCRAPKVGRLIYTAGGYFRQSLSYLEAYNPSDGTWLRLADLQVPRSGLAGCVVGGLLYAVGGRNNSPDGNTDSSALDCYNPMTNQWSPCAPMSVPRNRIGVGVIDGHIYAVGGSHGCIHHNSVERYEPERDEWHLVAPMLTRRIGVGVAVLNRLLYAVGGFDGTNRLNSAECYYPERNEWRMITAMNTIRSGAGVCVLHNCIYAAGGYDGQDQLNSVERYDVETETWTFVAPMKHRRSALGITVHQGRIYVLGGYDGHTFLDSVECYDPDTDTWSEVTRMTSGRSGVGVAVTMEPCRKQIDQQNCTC
V-ATPase pH = regulators of yeast V-ATPase proton pumping, primary screen, pHLuorin cytosolic pH fluorescence. S. cerevisiae. response, % at 10 µM. hit rate 0.37% among 350,000. AID 504577, 2011; in the data active = response mostly above about 7.3%, no sharp cut-off; inactive = mostly below about 5.4%; note: actives read high; inactives centre near 0; some compounds called inactive have numbers as strong as hits; reference of the scale not given here
OPRM1-OPRD1 ag = agonists of OPRM1-OPRD1 heterodimerization, primary screen, cell-based, luminescence | cells | hit rate 0.3% among 340,000 | activation, % at 9.3 µM; in the data active = activation above about 18%;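 note: 0% = vehicle-treated cells and 100% = reference agonist; values of inactives mirror those of a sister screen read the other way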
LANA DNA inh = inhibitors of KSHV C-LANA binding to DNA, primary screen, biochemical, fluorescence polarization, FAM-LBS DNA, MBP-C-LANA, single point; Kaposi's sarcoma herpesvirus LANA C-terminal domain (residues 932-1162) DNA binding; inhibition, % at 9 µM; hit rate 0.078% among 340,000; AID 504423, 2011;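 active = highest replicate inhibition at or above 60% at 9 µM, even if other replicates fall short; inactive = all replicates below 60% inhibition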;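 note: 0% = neutral control wells and 100% = 4 µM acridine orange control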
The depositor's hits bear a star; x = not tested or not shown.

Preview, six compounds:
SMILES	HTR5A inv ag	HTR5A ag ctr	RTF Ca sens inh	RTF Ca sens act	OPRM1-OPRD1 inv	CAL-PDZ inh HTS	Keap1 Nrf2 FP	V-ATPase pH	OPRM1-OPRD1 ag	LANA DNA inh
Cc1ccc(NC(=O)C2CCCN(S(=O)(=O)c3c(C)noc3C)C2)cc1 (configuration not stated)	-11	2	4	0	3	x	-7	-1	-0.6	-1.8
COc1ccc(NC2CCCN(C(=O)c3ccccc3N3CCOCC3)C2)cc1OC (configuration not stated)	-25	-2	-1	3	-11	-3	-2	-4	1.6	-1.3
O=C(CCNS(=O)(=O)c1ccccc1C(F)(F)F)NCCCc1ccccc1	-4	4	-7	-4	13	-10	-2	-3	-3.5	-1.2
O=C(COc1cccc2ccccc12)NNC(=O)C1CCCO1 (configuration not stated)	9	-3	-5	0	8	x	-8	-1	-1.5	-0.5
CCOC(=O)Cc1csc(NC(=O)Nc2cccs2)n1	-9	3	1	4	10	0	-1	-4	-2.1	-2.3
CCCCNC(=O)COC(=O)c1c2c(nc3ccccc13)/C(=C\c1cccs1)CC2	1	0	-11	37*	-5	-2	-4	-13	1.0	2.6

Results, repeating the preview:
SMILES	HTR5A inv ag	HTR5A ag ctr	RTF Ca sens inh	RTF Ca sens act	OPRM1-OPRD1 inv	CAL-PDZ inh HTS	Keap1 Nrf2 FP	V-ATPase pH	OPRM1-OPRD1 ag	LANA DNA inh
Cc1ccc(NC(=O)C2CCCN(S(=O)(=O)c3c(C)noc3C)C2)cc1 (configuration not stated)	-11	2	4	0	3	x	-7	-1	-0.6	-1.8
COc1ccc(NC2CCCN(C(=O)c3ccccc3N3CCOCC3)C2)cc1OC (configuration not stated)	-25	-2	-1	3	-11	-3	-2	-4	1.6	-1.3
O=C(CCNS(=O)(=O)c1ccccc1C(F)(F)F)NCCCc1ccccc1	-4	4	-7	-4	13	-10	-2	-3	-3.5	-1.2
O=C(COc1cccc2ccccc12)NNC(=O)C1CCCO1 (configuration not stated)	9	-3	-5	0	8	x	-8	-1	-1.5	-0.5
CCOC(=O)Cc1csc(NC(=O)Nc2cccs2)n1	-9	3	1	4	10	0	-1	-4	-2.1	-2.3
CCCCNC(=O)COC(=O)c1c2c(nc3ccccc13)/C(=C\c1cccs1)CC2	1	0	-11	37*	-5	-2	-4	-13	1.0	2.6
CCc1ccc(OCC(=O)N/N=C2\CC(=O)c3ccccc32)cc1	0	0	-2	6	-19	0	-3	-1	4.4	1.4
O=[N+]([O-])c1ccc(Cl)c(CN2CCN(c3ncccn3)CC2)c1	-10	3	2	-5	4	4	-1	3	-0.9	6.0
COc1ccc(C2c3c(nc[nH]c3=O)Oc3nc[nH]c(=O)c32)cc1	4	-1	-9	-1	14	-6	-4	0	-3.0	0.4
O=C(c1ccncc1)N1CCN(S(=O)(=O)c2ccccc2Br)CC1	20	0	-9	0	2	4	0	4	-0.5	1.3
CN1CC=C2C(C#N)=C(N)C(C#N)(C#N)C(c3ccsc3)C2C1 (configuration not stated)	2	2	-33	28	16	x	17*	1	-3.7	36
COc1cc(OC)c(OC)cc1/C=N/NC(=O)c1cnccn1	-12	4	-9	-11	27	1	-5	2	-5.2	-0.6
C=C(C)CNC(=O)c1ccc(OC2CCN(C(=O)COC)CC2)cc1	9	-2	-1	-8	0	-11	-3	0	-0.1	3.5
Cc1ccc(C)n1-c1ccc(-c2nnco2)cc1	12	5	0	-1	9	-2	-6	-4	-1.9	1.9
COc1ccc(/C=N/NC2=NS(=O)(=O)c3ccccc32)cc1OC(C)=O	1	0	-7	1	9	-13	-1	-77	-1.9	-0.3
CCN(CC)S(=O)(=O)c1ccc(C(=O)NN(C)C2=NS(=O)(=O)c3ccccc32)cc1	3	-1	-4	-2	9	21	-6	7	-1.9	-0.4
COc1cccc(CN(C)C(=O)CSC(C)C(=O)Nc2cc(C)on2)c1OC (configuration not stated)	5	-2	-16	-7	14	0	1	-2	-2.6	-0.7
COC(C[C@H](O)C[C@@H](O)[C@@H](C)OCc1ccccc1)OC	-1	0	4	8	15	-2	0	1	-2.7	-0.5
CN(C)C(=O)Cn1nc(-c2ccccc2)c2ccccc2c1=O	3	-4	5	2	15	-3	0	2	-2.9	-0.9
c1ccc(-c2ccccc2OCCN2CCOCC2)cc1	-16	6	-4	-4	5	0	-1	0	-0.8	-0.5
CC(=O)N1C(=O)C2(Nc3ccccc3N2)c2ccccc21	3	-1	-6	3	-1	1	1	0	0.1	-0.6
CC(=O)Nc1nnc(SCC(=O)Nc2ccc3c(c2)OCCO3)s1	-10	3	0	-3	9	-8	0	-1	-1.6	-0.6
CCN(CC)CCCNC1=C(Cl)C(=O)c2ccccc2C1=O	-9	-5	-1	1	-38	3	-2	1	7.3	-0.6
Cc1c(C(=O)N2CCCCC2)oc2ccc(S(=O)(=O)N3CC(C)CC(C)C3)cc12 (configuration not stated)	-5	6	7	-2	-11	-2	-4	2	2.4	-0.3
CN(C(=O)COC(=O)Cc1c(F)cccc1Cl)c1c(N)n(Cc2ccccc2)c(=O)[nH]c1=O	-18	6	-3	-1	0	-2	3	-2	0.0	-2.0
Cn1nc(C(F)(F)F)c(C(=O)Nc2ccc(Cl)cc2)c1Cl	-9	3	-9	5	7	-1	3	5	-1.6	-1.7
CC(=O)N1N=C(c2ccc(C)o2)CC1c1ccc(Br)cc1 (configuration not stated)	19	5	2	-8	-4	-1	-2	-1	0.8	-1.6
COc1ccccc1NC(=O)c1ccc(NS(=O)(=O)c2cccc3cccnc23)cc1	-2	1	-1	-2	9	-5	0	-2	-1.7	0.4
CCn1c(C)c(C(C)=O)c(N2CCCCC2)nc1=S	0	10	4	-8	17	-3	-9	-3	-3.7	-1.0
Cc1ccc(C)c(OCC(=O)NNC(=O)c2ccc(NC(=O)C3CC3)cc2)c1	2	3	5	-2	21	-1	-4	1	-6.3	0.3
O=C(NCc1ccccc1)c1ccc(-c2ccccc2C(F)(F)F)o1	1	0	4	4	-10	-1	-4	-3	1.8	-1.3
COc1ccc(Cl)cc1C(=O)Nc1ccc(NC(=O)c2ccco2)cc1	1	0	-1	-9	3	-2	-3	1	-0.6	0.0
CCOC(=O)c1c(-c2ccc(-c3ccccc3)cc2)csc1NC(=O)c1cccc(N2C(=O)CCC2=O)c1	-17	0	-10	6	14	-3	-7	0	-2.6	0.4
O=C(Nc1ccccc1)c1cccc(S(=O)(=O)N2CCCCC2)c1	1	0	-7	4	-11	0	-4	0	2.6	-1.5
CN(C)C(=O)c1ccc(NC(=O)CSc2nnc(-c3cccs3)n2N)cc1	-1	0	-1	-8	8	-6	-3	0	-2.0	-0.3
CNc1ccc(/C=C2\CSc3ccccc3C2=O)cc1[N+](=O)[O-]	-7	1	-6	2	14	2	-4	3	-2.9	0.2
COc1ccc2nc(SCC(=O)N3CCCCCC3)c(C#N)cc2c1	1	3	-4	8	4	-1	2	-1	-0.8	-0.4
Brc1cc(Br)c(Oc2cc(Br)c(Br)cc2Br)cc1Br	-12	3	-7	-3	12	-2	-2	2	-2.2	-1.5
COC(=O)CNC(=O)c1cn(CC(C)C)c(=O)c2cc(OC)c(OC)cc12	3	2	-4	14	11	-3	1	-4	-1.9	-1.8
COC(=O)C(CCCN1C(=O)c2ccccc2C1=O)(NC(C)=O)c1nn[nH]n1 (configuration not stated)	10	-3	-1	4	6	3	-7	2	-1.2	-2.3

Results in V-ATPase pH and HTR5A ag ctr, for 2 of the compounds above:
smiles	V-ATPase pH	HTR5A ag ctr
CC(=O)Nc1nnc(SCC(=O)Nc2ccc3c(c2)OCCO3)s1	-1	3
CCN(CC)CCCNC1=C(Cl)C(=O)c2ccccc2C1=O	1	-5

(more compounds)
SMILES	HTR5A inv ag	HTR5A ag ctr	RTF Ca sens inh	RTF Ca sens act	OPRM1-OPRD1 inv	CAL-PDZ inh HTS	Keap1 Nrf2 FP	V-ATPase pH	OPRM1-OPRD1 ag	LANA DNA inh
CN(C(=O)CN1C(=O)C2C3CC(C(Br)C3Br)C2C1=O)C1CCCCC1 (configuration not stated)	0	-1	7	-8	-7	-2	5	-2	1.0	0.8
CCOc1ccc(OCCCCn2ccnc2)cc1	-2	1	4	-8	20	-2	4	2	-3.2	2.8
Nc1ccc2cccc(O)c2c1	-1	0	-8	-2	-33	x	8	0	6.2	6.7
COc1cc(/C=N/NC(=O)c2ccncc2)cc2c1OCO2	-2	1	-2	-9	10	6	-1	-2	-2.1	-2.5
CCCCCOc1ccc(C(=O)CCC(=O)N2CCCC2)cc1	7	-3	5	-6	6	-2	2	1	-0.9	-0.8
Cc1ccc(S(=O)(=O)CCC(=O)OCC(=O)NCCc2ccccc2)cc1	-6	0	-19	5	11	-5	1	1	-2.3	-0.5
Oc1ccc(C[C@H]2CNCCN2CC2CCCCC2)cc1	-17	16	-3	-7	0	-1	0	-2	0.0	-0.3
COc1ccccc1C(=O)Nc1ccc2c(c1)OCO2	-20	-1	-8	-2	5	x	-7	0	-0.9	1.3
COc1ccc(-n2c(Cc3cccn3C)nnc2SCC(=O)Nc2ccc(F)cc2F)cc1	9	-3	-5	-1	10	-1	-5	-4	-1.9	-0.8
COc1ccc(NC(=O)CCS(=O)(=O)c2cccc3nonc23)c(OC)c1	-2	1	6	7	6	0	-5	1	-1.1	0.9
OCCNc1ncnc2c1c(-c1ccccc1)c(-c1ccccc1)n2Cc1ccco1	5	2	-2	-4	7	66*	3	1	-1.3	-0.7
CN(C)S(=O)(=O)c1cccc(NC(=O)Cc2ccsc2)c1	-18	7	-32	-5	1	57*	-1	-2	-0.1	0.3
COc1ccc(N2C(=O)CCC(C(=O)NCc3cccnc3)C2c2ccc(OC)c(OC)c2)cc1 (configuration not stated)	5	-3	2	5	12	-5	-6	-2	-1.9	0.1
N#CCC(=O)Nc1ccc(C(F)(F)F)cc1N1CCOCC1	7	-7	2	5	2	1	-3	2	-0.3	-0.9
Cc1cc(Cl)ccc1OCC(=O)NNC(=O)c1cccs1	-1	0	3	-2	10	x	-4	-2	-2.0	0.4
C=CCn1c(SC(F)F)nc2scc(-c3ccco3)c2c1=O	7	-3	-1	-6	-21	-1	-2	4	2.8	-1.3

Compound activity as filed in PubChem BioAssay.
